# KDM5B inh – Primary screen for KDM5B Histone Demethylases FDH-coupled qHTS. 220,000 compounds, 2.6% hits. Lysine-specific demethylase 5B (Homo sapiens), Q9UGL1. KDM5B demethylase, FDH-coupled NADH fluorescence (FDH is formaldehyde dehydrogenase). Potency, µM (doses to about 57.7 µM), inactives show top-dose activity change, negative = inhibition, actives largely listed as inhibitors. AID 1347165, 2019; active = well fitted inhibition curve with a large enough effect; inconclusive = small, poorly fitted or top-dose-only effect; inactive = no such curve, though single readings can be large or run the other way; note: 0% is about no effect; nearly all actives have a fitted effect of over 70% in size
# Target sequence (Q9UGL1 whole entry, looked up): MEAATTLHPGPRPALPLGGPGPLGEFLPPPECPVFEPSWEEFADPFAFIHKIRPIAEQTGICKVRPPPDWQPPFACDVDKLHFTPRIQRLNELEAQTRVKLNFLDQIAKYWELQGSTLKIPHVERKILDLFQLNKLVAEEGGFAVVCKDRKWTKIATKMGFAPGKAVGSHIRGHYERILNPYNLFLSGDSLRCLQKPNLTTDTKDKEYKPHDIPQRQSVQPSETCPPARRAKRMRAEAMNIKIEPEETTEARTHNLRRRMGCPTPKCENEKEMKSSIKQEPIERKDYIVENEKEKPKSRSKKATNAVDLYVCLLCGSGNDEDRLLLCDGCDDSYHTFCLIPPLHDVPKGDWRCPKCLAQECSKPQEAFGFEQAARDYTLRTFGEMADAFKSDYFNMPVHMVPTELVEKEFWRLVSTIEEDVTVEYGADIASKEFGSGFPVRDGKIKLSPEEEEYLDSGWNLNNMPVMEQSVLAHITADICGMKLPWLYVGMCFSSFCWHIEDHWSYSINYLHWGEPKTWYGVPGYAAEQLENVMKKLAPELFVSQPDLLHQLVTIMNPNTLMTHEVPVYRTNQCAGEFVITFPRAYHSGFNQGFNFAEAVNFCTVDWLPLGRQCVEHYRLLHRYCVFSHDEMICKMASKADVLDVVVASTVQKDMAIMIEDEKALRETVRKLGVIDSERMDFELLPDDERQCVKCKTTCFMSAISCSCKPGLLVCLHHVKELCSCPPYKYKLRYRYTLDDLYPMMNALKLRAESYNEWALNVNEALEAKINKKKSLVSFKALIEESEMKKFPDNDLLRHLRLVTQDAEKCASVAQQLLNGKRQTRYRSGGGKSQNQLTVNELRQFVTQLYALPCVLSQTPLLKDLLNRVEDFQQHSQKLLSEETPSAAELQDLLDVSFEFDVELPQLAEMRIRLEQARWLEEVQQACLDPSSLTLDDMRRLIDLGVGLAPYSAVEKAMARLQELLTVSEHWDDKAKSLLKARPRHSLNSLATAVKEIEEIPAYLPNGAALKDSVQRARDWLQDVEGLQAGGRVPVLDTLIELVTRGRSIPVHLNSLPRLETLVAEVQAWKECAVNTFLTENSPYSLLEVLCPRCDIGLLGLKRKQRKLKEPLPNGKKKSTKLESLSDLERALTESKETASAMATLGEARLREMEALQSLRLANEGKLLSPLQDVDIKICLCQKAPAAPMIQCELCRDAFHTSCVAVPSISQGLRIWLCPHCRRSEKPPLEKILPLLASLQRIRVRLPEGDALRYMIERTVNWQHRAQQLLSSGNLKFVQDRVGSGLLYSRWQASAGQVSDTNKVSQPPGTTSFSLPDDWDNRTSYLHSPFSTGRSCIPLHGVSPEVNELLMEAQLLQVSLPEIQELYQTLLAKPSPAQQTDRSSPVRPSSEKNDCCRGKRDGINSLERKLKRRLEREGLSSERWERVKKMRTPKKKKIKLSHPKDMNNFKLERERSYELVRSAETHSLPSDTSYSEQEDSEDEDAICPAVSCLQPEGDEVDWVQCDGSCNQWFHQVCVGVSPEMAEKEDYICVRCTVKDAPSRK
#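 Inhibition is measured as reduced NADH fluorescence generation from FDH coupling to formaldehyde release. Truncated KDM5BΔAP at 200 nM final acts on H3K4me3 peptide (12.5 µM in substrate mix) in pH 7.5 HEPES buffer with Tween-20, 30 min, room temperature.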
# Active calls of the source: *; ? = inconclusive; & = joins results of further samples; [ ] = dose if it differs, or a comment. Potency is the fitted concentration of half-maximal effect.
KDM5B inh | Molecule
7.8% | CNC(=O)c1cc(NC(=O)CCn2nc(-c3ccc(Cl)cc3)c3ccccc3c2=O)ccc1OC
-18.3% | CCN(CC)c1ccc(/C=C/c2cc(-c3ccccc3)c3ccccc3n2)cc1
25.1µM* | O=C(Cc1cccs1)N1CCC2(CC1)N=C(c1ccc(Cl)cc1)NO2
26.0%[149 µM] | O=C1NCCN1C1CCN(Cc2cccc3ccccc23)CC1
-18.8% | FC(F)Oc1cccc(CNC2CCC3(CCNCC3)CC2)c1
? | Cc1cccnc1CNC[C@H]1Cn2cc(-c3ccccc3)nc2CO1
-26.7% | Cn1c(=O)c2sccc2n2c(CCCC(=O)Nc3ccc(Oc4ccc(Cl)cc4)cc3)nnc12
-19.8% | CC(C)CNC(=O)N1CCCCCCN(C)C(=O)[C@@H]2CCC[C@@H]21
-6.3% | O=C(CN1CCN(C(=O)CCc2ncc(-c3ccccc3F)o2)CC1)Nc1cccc(F)c1
-9.6% | CCOC(=O)c1cc(-c2ccccc2)n(CC(=O)NCc2ccccc2OC)c1C
? | COc1ccc(CNC(=O)CC[C@@H]2CNC(=O)[C@@H]3C[C@H](NCc4ccc(N(C)C)cc4)CN23)cc1
-1.2%[86.2 µM] | Cc1ccc(-c2noc([C@@H]3C[C@@H](O)CN3Cc3ccc(S(C)(=O)=O)cc3)n2)cc1F
? | COc1ccc(-c2cc(-c3cccnc3)c3cncn3c2)cc1OC
-2.6% | OCCOc1ccc(CNc2nc(-c3ccccc3)nc3ccccc23)cc1
-18.4% | O=C(c1n[nH]c2ccccc12)N1CCC2(CC1)CC(N1CCCC1)CCO2 (stereo not given)
5.4% | O=C(Cn1ncc2ccccc2c1=O)Nc1cccc(F)c1
-18.1% | CC(C)NC(=O)N1CCCN(S(=O)(=O)c2ccccc2)CCC(=O)NCC1
-27.9% | CCNc1cc(N2CCC(CCC(=O)NCc3cccc(F)c3)CC2)ncn1
-9.2%&-18.1% | O=C(c1ccc(F)cc1)N1CCC2(C1)C(=O)N(CCc1ccccc1)c1ccccc12 (stereo not given)
21.4% | O=C(Nc1ccccc1-c1ccccc1)c1cc(F)cc(F)c1
-23.3% | CCN(CC)C(=O)c1cc(-c2ccc(Cl)cc2)nc2ccccc12
-3.7% | CCN(C(=O)CSc1nnc(-c2cccs2)n1N)C1CCCCC1
-11.9% | O=C(CC1CCN(C(=O)C2CCC2)C1)NCc1ccccc1 (stereo not given)
-9.1% | Cc1ccccc1S(=O)(=O)N1CCn2nnc(CCC(=O)NC3CC3)c2C1
-9.4%&-4.3% | Cc1cccc(-n2ccnc2SCC(=O)Nc2ccc3c(c2)OCO3)c1
7.9% | Cc1c(C(C)NC(=O)c2cc(C(C)C)[nH]n2)cnn1-c1ccccn1 (stereo not given)
-12.1%[86.2 µM] | N#Cc1cccc(CN[C@@H]2CO[C@H](CNC(=O)C3CC3)[C@H]2O)c1
0.5% | CCOC(=O)C1(Cc2ccc(Cl)cc2)CCNCC1
84.2%[activator] | CCOC(=O)c1ccc(-c2ccc(C=O)o2)cc1
-5.2% | CS(=O)(=O)N1C[C@H]2CCN(C(=O)c3ccncc3F)C[C@H]21
-6.6% | Cc1cc(Cl)ccc1OCC(=O)N1[C@@H]2CC[C@H]1CC(NC(=O)c1ccc(F)cc1)C2 (stereo not given in full)
6.9% | N#Cc1cccc(NC(=O)NCCc2ccccn2)c1
-11.0% | O=C(CN1CCC(c2ccccc2)CC1)c1c[nH]c2ccccc12
-0.2%[86.2 µM] | Cn1cc(CN2CCOc3cc([S+](=O)([O-])Nc4ccccc4)ccc3C2)cn1
4.7% | C=CCOc1ccc2c(=O)c(Oc3cccc(C)c3)coc2c1
3.2% | O=C(NC1CC1)c1cc(-c2ccc(Cl)cc2)nc2ccccc12

# With a hit mark in KDM5B inh, of those listed so far:
KDM5B inh | Molecule
25.1µM* | O=C(Cc1cccs1)N1CCC2(CC1)N=C(c1ccc(Cl)cc1)NO2

# Other structures follow:
KDM5B inh | Molecule
? | CC1CCc2c(sc(NC(=O)C3c4ccccc4Oc4ccccc43)c2C#N)C1 (stereo not given)
? | CC(=O)Cn1nnc2sc(-c3ccccc3)cc2c1=O
-27.5% | CC(=O)N1C[C@@H]2CCCN3CCC[C@@H]([C@H]23)[C@H]1CCCC(=O)NCCc1nc2ccccc2n1C
? | CC(C)c1ccc(Nc2nc3ccc(C(=O)c4ccccc4)cc3n3cnnc23)cc1
-21.7% | CCc1ccc(NC(=O)Cn2c(=O)c(-c3noc(CC)n3)c3n(c2=O)CCCC3)cc1
-17.6% | CCn1cc2nc(SCC(=O)Nc3ccc(OC)c(OC)c3)n(Cc3ccc(Cl)cc3)c(=O)c2n1
-0.2% | Cc1cccc(Cn2c(SCc3ccc(C(=O)NC4CCCCC4)cc3)nc3ccncc32)c1
18.6% | CC(C)=CC1C(C(=O)NCC(C)(C)C(N)=O)C1(C)C (stereo not given)
-15.3% | CCOc1ccc(C2Cn3nnc(-c4nc(CC)no4)c3CO2)cc1 (stereo not given)
? | CCc1noc(-c2ccn3c(CNC(=O)Cc4ccccc4OC)nnc3c2)n1
9.4% | OCc1cccnc1Cl
-6.2%[86.2 µM] | Cc1ccc(-c2noc([C@@H]3Cc4nc[nH]c4CN3Cc3ccc(CO)o3)n2)cc1
-23.5% | COCCc1noc(C2Cc3ccccc3N2C(=O)Nc2ccc(OC)c(OC)c2)n1 (stereo not given)
-12.1% | CCOC(=O)c1cnc2ccccc2c1N1CCC(C(=O)OC)CC1
9.9% | CCN1C(=O)C(CC(=O)NCC2CCCO2)Sc2ncccc21 (stereo not given)
-8.0% | CCCN1C(=O)NC(CC(=O)N2CCC(O)(c3ccc(C)cn3)CC2)C1=O (stereo not given)
12.6% | CC(C)OCCCNc1ncnc2sc3c(c12)CCCC3
-17.2% | CC(C)Oc1ccc(CNC(=O)c2ccc(NC(=O)N3CC(C)Sc4ccccc43)cc2)cc1 (stereo not given)
28.3% | CSc1nnc(C)c(=O)n1COC(=O)c1cc(Cl)ccc1[N+](=O)[O-]
? | CCOC(=O)C(C)Oc1cc2oc(=O)cc(C)c2cc1Cl (stereo not given)
-24.5%[115 µM] | CC(=O)N1Cc2ccccc2CC2(CCN(Cc3ccc(C(F)(F)F)nc3)CC2)C1
-19.5% | O=C(CSc1nnnn1-c1ccc(O)cc1)NC(Cc1ccccc1)c1ccccc1 (stereo not given)
344.0%[activator] | O=C(O)CC/C(=C/c1cccc(Oc2ccc(Cl)cc2)c1)c1nc2ccccc2s1
18.6% | O=C(CC12CC3CC(CC(C3)C1)C2)NCc1ccccc1Cl
1.2%[86.2 µM] | CC1(C)C[C@H](NCC2CCCCC2)[C@@]2(CCC(=O)NC3CC3)CC[C@](C)(O)C[C@@H]12
? | Cc1ccc(NC(=O)Nc2ccc(C)n(CC(=O)Nc3ccc4c(c3)OCO4)c2=O)cc1
-12.2% | N#CC1(NC(=O)CSc2ccc(C(F)(F)F)cn2)CCCCCC1
? | COc1ccc2cc(C3CC(c4cccs4)=NN3C(C)=O)c(Cl)nc2c1 (stereo not given)
? | O=C(c1ccccc1)N1CCC(Cc2nc(C3CCOCC3)no2)CC1
8.2% | Cc1nc2cc(NC(=O)C(C)Oc3ccccc3)ccc2o1 (stereo not given)
-2.0% | O=C(CC(c1cccc([N+](=O)[O-])c1)c1cn(Cc2ccc(F)cc2)c2ccccc12)N1CCCC1 (stereo not given)
? | COc1ccc2[nH]c3c(c2c1)CCNC31CCN(C(=O)c2ccccc2F)CC1
8.91µM* | Cc1cc(C)n(CC(=O)N[C@@H]2CN(Cc3ccccc3)C[C@H]2CN(C)C)c(=O)n1
5.7% | Cc1cccc(NC(=O)CN2CCN(Cc3csc(-c4ccccc4)n3)CC2)c1C
-18.4% | Cc1cccc(N(C)C(=O)Cc2c(C(=O)O)[nH]c3ccccc23)c1
-9.4% | O=C(OCc1cc(=O)n2nc(C3CC3)sc2n1)c1ccccc1Cl
-19.6%[115 µM] | CC(C)Cn1c(=O)[nH]c2cccnc21
11.8% | CCOc1ccc(CNC(=O)C2CCN(S(=O)(=O)N(CC(C)C)CC(C)C)CC2)cc1OC
? | Cc1ccn2c(c1)nc(=O)c1cc(S(=O)(=O)N3CCCCC3)c(Cl)cc12
27.6% | c1ccc2c(c1)CCc1ccccc1C2=C1CCNCC1
1.5% | Cc1ccc(Cn2ccnc2SCC(=O)NC2CCCC2)cc1
-6.6%[86.2 µM] | O=C(Nc1ccc(Oc2ccccc2)cc1)O[C@@H]1CO[C@H]2[C@@H]1OC[C@@H]2NCC1CC1
-7.2% | Cc1ccc(OCC(=O)OCC(=O)NC2CCS(=O)(=O)C2)cc1C (stereo not given)
-24.5% | CCNC(=O)N1CCc2nc(OCC)ccc2C1
? | O=C1c2c(nc(CNc3ccc(F)cc3)n2Cc2ccccc2)NCCN1CCN1CCCCC1
-25.8% | CCOC(=O)c1ccc(NC(=O)CCc2c(C)nn(-c3ccc(N4CCCCC4)nn3)c2C)cc1
-9.5% | CCOc1ccc(C(=O)NC2CCCN(c3cc(-c4ccc(OC)cc4)[nH]n3)C2)cc1 (stereo not given)
? | Cc1ccc(CC(=O)Nc2c(C(=O)N3CCN(c4ccccc4F)CC3)oc3ccccc23)cc1

# Structural class: the entries above containing a COOH group
KDM5B inh | Molecule
344.0%[activator] | O=C(O)CC/C(=C/c1cccc(Oc2ccc(Cl)cc2)c1)c1nc2ccccc2s1
-18.4% | Cc1cccc(N(C)C(=O)Cc2c(C(=O)O)[nH]c3ccccc23)c1

# Additional entries
KDM5B inh | Molecule
-1.5% | Cc1nc(CC2CCN(C(=O)c3ccco3)CC2)n[nH]1
? | CN(Cc1ccc(Cl)c(Cl)c1)C(=O)CN1CCN(c2oc(-c3ccco3)nc2C#N)CC1
-9.1% | Cc1ccc(N2CC(C(=O)Nc3ncc([N+](=O)[O-])s3)CC2=O)cc1 (stereo not given)
7.1% | Cc1nc(S(=O)(=O)N2CCN(c3ccc(Cl)cc3)CC2)cn1C
-6.2% | NC(=O)[C@@H](Cc1c[nH]c2ccccc12)NC(=O)[C@H]1CN(C(=O)C2CCNCC2)CCN1C(=O)C1CCNCC1
? | CCC1CN(Cc2cn(-c3ccccc3C)nc2-c2ccc(OC)c(F)c2)CCO1 (stereo not given)
? | COc1cccc(OC)c1C(=O)NCCc1csc(-c2ccccn2)n1
8.9% | NC(=O)c1ccc(C(=O)NC2CCCc3ccccc32)cc1 (stereo not given)
-21.5% | O=C(COc1ccc2ccc(=O)oc2c1)NCCc1ccccc1F
12.0% | CN(C(=O)CCc1ncc(-c2ccccc2F)o1)C1CCS(=O)(=O)C1 (stereo not given)
5.6% | O=C(CSc1n[nH]c(=O)c2cc(-c3ccco3)nn12)Nc1ccc(F)cc1
? | CC(CNc1nc2ccccc2c2nc(-c3ccccc3)nn12)c1ccccc1 (stereo not given)
18.0% | Cc1ccc(Nc2c([N+](=O)[O-])ccc3nonc23)cc1C
? | O=C1CC2(CCN(Cc3cccc(OCc4ccccc4Cl)c3)CC2)CN1
0.4% | O=C1c2[nH]nc(-c3ccccc3O)c2C(c2ccccc2F)N1Cc1ccncc1 (stereo not given)
25.1µM* | NC(=O)C1CCN(c2cc(-c3noc([C@@H]4CCCN4Cc4ccc(F)c(F)c4)n3)ccn2)CC1
0.6% | O=C(CCn1cnnn1)NC1CCCN(Cc2ccccc2F)C1 (stereo not given)
26.1% | CO[C@H]1[C@H](NC(=O)C2CCN(C(C)=O)CC2)c2ccccc2C12CCNCC2
23.3% | CCc1ccc2occ(CC(=O)Nc3nnc(C)s3)c2c1
? | O=c1ccc(-c2cc(-c3cccc(C(F)(F)F)c3)cn3cncc23)c[nH]1
12.7% | c1ccc(C(Sc2ncccn2)c2ccccc2)cc1
5.8% | CC(C)NC(=O)CSc1nnc(-c2c[nH]c3ccccc23)o1
-12.9% | CCOC(=O)c1cc(-c2ccccc2)n(CCC(=O)Nc2ccc(C)cc2Cl)c1C
17.8% | CCOCc1cc(CN2CCN(c3cccc(C(F)(F)F)c3)CC2)c(O)c2ncccc12
? | COc1ccc(C(=O)N2c3ccccc3C(C)(c3ccc(Cl)cc3)CC2(C)C)cc1 (stereo not given)
-1.5% | Cc1cc(C)c(C(=O)CSc2nnnn2C)c(C)c1
14.4% | CCC(C)c1ccc(NC(=O)C2CCCCC2)cc1 (stereo not given)
12.2% | COC[C@@H]1CN(S(=O)(=O)c2ccccc2)C[C@H]1c1ccncc1
177.8%[activator] | CCn1c(=N)c(C(=O)NC2CCCCC2)cc2c(=O)n3cccc(C)c3nc21
? | COCCNC(=O)Cn1c(=O)n(Cc2ccc(C(=O)NCCc3ccc(OC)c(OC)c3)cc2)c(=O)c2ccccc21
-13.2% | CNC(=O)N1CCc2nc(N(C)C)[nH]c(=O)c2CC1
? | COc1ccc(OC)c(C2CC(=O)Nc3c2c(=O)n(C)c2ncnn32)c1 (stereo not given)
? | Cn1nnnc1NCc1ccc(-c2ccccc2)o1
? | COC(CNC(=O)Cc1c(C)nc2cc(-c3ccccc3)nn2c1C)OC
14.3% | Cc1ccnc(NC(=O)Cc2nc(-c3ccccc3)oc2C)c1
-7.3% | Clc1ccc(N=Cc2ccc(Br)cc2)cc1Cl
-13.3% | CCC(=O)N1CCc2cc(S(=O)(=O)NC(Cc3ccccc3)C(=O)NCc3cccc(OC)c3)ccc21 (stereo not given)

# Ordered by SMILES length (falling): some entries from above
KDM5B inh | Molecule
177.8%[activator] | CCn1c(=N)c(C(=O)NC2CCCCC2)cc2c(=O)n3cccc(C)c3nc21
12.2% | COC[C@@H]1CN(S(=O)(=O)c2ccccc2)C[C@H]1c1ccncc1
-13.2% | CNC(=O)N1CCc2nc(N(C)C)[nH]c(=O)c2CC1

# From PubChem BioAssay

# Some of the compounds tested; rates above refer to the full screens.
